From PubChem BioAssay
SNCA expr inh: inhibitors of alpha-synuclein (SNCA) gene expression | HEK-293 SNCA-luciferase knock-in, luminescence, 24 h | Potency, µM (doses to about 57.2 µM), for the others: at the top dose activity change, negative = inhibition, most hits filed as inhibitors | 140,000 compounds, 0.17% hits | AID 1671194;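 further: potency means the concentration at half of the fitted maximal effect; plate controls were DMSO cells for no effect and cell-free wells for full effect; nearly all actives have a fitted effect of over 45% in size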
3T3 cytotox: kills NIH 3T3 cells; Potency, µM (series often up to 96.7 µM), for the others: at the highest dose activity change, negative = cytotoxicity, usual class: inhibitors; 94,000 compounds, 4.3% hits; NIH 3T3 viability, CellTiter-Glo ATP luminescence, 48-72 h; further: potency means the concentration at half of the fitted maximal effect; nearly all actives have a fitted effect of over 55% in size
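First NIH 3T3 cells are plated at 400 cells/well; next compound is pinned in; then plates incubate 48 or 72 hr at 37 °C; finally CellTiter-Glo is added and luminescence read after 10 min.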
FLuc inh: blocks purified firefly luciferase enzyme activity; purified P. pyralis luciferase, luminescence, biochemical; P08659; Potency, µM (top dose mostly 115 µM), without a hit: at the highest dose activity change, negative = inhibition, actives largely listed as inhibitors; 76,000 compounds, 2.5% hits; further: potency means the concentration at half of the fitted maximal effect; nearly all actives have a fitted effect of over 65% in size
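FLuc 10nM, D-luciferin 10uM, ATP 10uM, Mg acetate 10mM, Tris acetate pH 7.5, Tween/BSA; cpd qHTS; enzyme added last; CCD luminescence.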
HEK293 viab: reduces viability of HEK-293 SNCA reporter cells. HEK-293-SNCA-luc viability, GF-AFC fluorescence, 24 h. Potency, µM (series often up to 57.1 µM), for the others: top-dose activity change, negative = cytotoxicity, usual class: cytotoxic. 150,000 compounds, 0.12% hits. AID 1671193;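 further: potency means the concentration at half of the fitted maximal effect; 0% = DMSO-treated cells and -100% = medium-only wells without cells; nearly all actives have a fitted effect of over 30% in size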
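HEK-293-SNCA-luc cells (1500/well) plated 24 h, then exposed 24 h to a dilution series; GF-AFC added 30 min at 37C, fluorescence 405/540 nm; normalised to medium-only and DMSO wells, Hill fit.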
IP6K1 inh: blocks human inositol hexakisphosphate kinase 1; Q92551; IP6K1 kinase, ADP-Glo luminescence, 2 h; stronger effect = lower value; activity change, % (series mostly up to about 58 µM); 140,000 compounds, 0.81% hits; AID 1645851; in the data active means activity change below about -25%
Target sequence (Q92551 whole entry, looked up): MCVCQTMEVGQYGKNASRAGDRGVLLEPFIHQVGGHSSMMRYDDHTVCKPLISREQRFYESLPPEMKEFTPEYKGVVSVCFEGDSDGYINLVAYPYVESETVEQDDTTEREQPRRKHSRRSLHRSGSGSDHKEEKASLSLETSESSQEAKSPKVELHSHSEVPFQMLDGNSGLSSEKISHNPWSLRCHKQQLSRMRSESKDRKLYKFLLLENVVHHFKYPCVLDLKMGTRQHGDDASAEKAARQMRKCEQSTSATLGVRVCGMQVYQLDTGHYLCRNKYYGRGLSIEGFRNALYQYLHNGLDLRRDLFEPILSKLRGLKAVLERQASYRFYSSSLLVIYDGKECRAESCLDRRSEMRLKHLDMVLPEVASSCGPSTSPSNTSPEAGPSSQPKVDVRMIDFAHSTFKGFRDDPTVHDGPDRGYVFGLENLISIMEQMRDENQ
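ADP-Glo luminescence measures ADP made by human IP6K1 during a 2 h RT reaction with ATP/IP6 (mix at 1.3 mM/130 uM); top library doses 57.5 and 19.1 uM final.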
GPT2 inhibitor: GPT2 alanine aminotransferase inhibition; Recombinant GPT2, coupled pyruvate oxidase/HRP Amplex Red fluorescence; Potency, µM (highest dose often 57.7 µM), without a hit: at the top dose activity change, negative = inhibition, most hits filed as inhibitors; 100,000 compounds, 0.25% hits; AID 1671188; further: potency means the concentration at half of the fitted maximal effect; nearly all actives have a fitted effect of over 60% in size; many of its hits are not listed in these tables
Target sequence (Q8TD30 whole entry, looked up): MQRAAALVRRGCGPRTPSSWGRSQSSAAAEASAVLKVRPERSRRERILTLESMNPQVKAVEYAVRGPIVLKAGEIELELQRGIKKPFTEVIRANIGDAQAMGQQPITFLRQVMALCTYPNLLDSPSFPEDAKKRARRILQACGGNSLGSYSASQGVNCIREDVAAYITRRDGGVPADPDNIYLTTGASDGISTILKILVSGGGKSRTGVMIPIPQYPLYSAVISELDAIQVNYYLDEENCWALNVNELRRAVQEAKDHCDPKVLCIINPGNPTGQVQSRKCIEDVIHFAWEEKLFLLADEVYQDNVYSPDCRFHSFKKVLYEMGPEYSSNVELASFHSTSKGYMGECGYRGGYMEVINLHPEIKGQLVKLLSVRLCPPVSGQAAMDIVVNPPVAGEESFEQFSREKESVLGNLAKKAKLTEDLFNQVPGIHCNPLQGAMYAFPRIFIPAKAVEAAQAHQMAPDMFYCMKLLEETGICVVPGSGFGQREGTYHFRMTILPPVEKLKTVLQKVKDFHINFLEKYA
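Fluorescence read-out: pyruvate from GPT2 turnover coupled to pyruvate oxidase, HRP and Amplex Red (0.2mM ThPP, 0.2U/mL PO and HRP, 50uM Amplex final). Substrates 250uM a-KG, 2mM L-alanine; enzyme 10ng/uL; 30 min RT.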
HEK293 tox: cytotoxic compounds in HEK 293 cells; AID 1345083; 94,000 compounds, 6.6% hits; Potency, µM (series often up to 115 µM), for inactives: at the highest dose activity change, negative = cytotoxicity, usual class: inhibitors; HEK 293 viability, ATP luminescence (CellTiter-Glo), 48-72 h; further: potency means the concentration at half of the fitted maximal effect; nearly all actives have a fitted effect of over 60% in size
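ATP-coupled CellTiter-Glo luminescence served as viability read-out, recorded 10 min after reagent addition at room temperature. HEK 293 cells, 250 cells/well, had been incubated with pintool-transferred compound for 48 or 72 hr at 37 degree Celsius.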
Numbers without * were called inactive; i = inactive; ? = inconclusive; . = not tested or not shown; & = joins results of further samples; [ ] = another dose, or the depositor's remark. Unless noted, the call rests on the fitted dose curve; in most records, active means well fitted curve in the direction sought with a large enough effect; inconclusive means small, poorly fitted or top-dose-only effect, or another doubt; inactive means no such curve, though single readings can be large; an effect the other way counts as inactive or inconclusive. Unless noted, on the % scale 0 is the no-effect control and ±100 the full control effect. A portion of the library. The share of hits here may be higher or lower than overall.

#	Structure	IP6K1 inh	FLuc inh	GPT2 inhibitor	SNCA expr inh	HEK293 tox	3T3 cytotox	HEK293 viab
1	O=C(CC1CCCCC1)N1CCN(c2cc(-c3ccccc3)[nH]n2)CC1	-2	-2%	i	2%	?	?	-4%
2	COC(=O)c1nc2n(n1)C(c1cccc(Cl)c1)C(C(=O)Nc1ccccc1OC)=C(C)N2 (stereo not given)	-3	.	.	5%	.	.	-1%
3	COc1ccc(NC(=O)N2C[C@@H]3C[C@H](C2)c2c(NC(=O)c4cncnc4)ccc(=O)n2C3)cc1	12	-9%	3%	27%	i	-1%	12%
4	CCC1(CO)CCCN(Cc2[nH]cc(C)c(=O)c2C)C1 (stereo not given)	43	-4%	-14%[11.5 µM]	8%	-8%	-19%	-3%
5	CN(C)C[C@@H]1CN(Cc2ccncc2)C[C@H]1NC(=O)c1cccc(C#N)c1	2	-8%	4%	1%	5%	-2%	-2%
6	COC(=O)c1ccccc1NC(=O)CSc1nc2nc(C)cc(C)n2n1	5	.	.	-2%	.	.	-14%
7	CCN(CC)CCNC(=O)C1N(C(C)C)C(=O)C12CCCC2 (stereo not given)	3	0%	2%	6%	i	2%	-7%
8	CCCC(=O)N1Cc2ccccc2CC2(CCN(Cc3ccncc3)C2)C1 (stereo not given)	-7	.	-12%	-7%	-26%	-12%	-7%
9	CCc1ccc(NC(=O)[C@H](Cc2ccccc2)N2Cc3ccccc3C2=O)cc1	-7	.	.	-21%	.	.	5%
10	Cc1noc(C)c1[S+](=O)([O-])N1CCC2(C1)C(=NC1CCCC1)NC(=O)N2c1cccnc1 (stereo not given)	0	-3%	-2%	15%	-24%	-1%	3%
11	COc1ccccc1-n1c(=O)c(C(=O)NC2CCCC2)nc2cccnc21	17	.	-5%	-3%	0%	-17%	-1%
12	O=C(Cc1ccc(O)cc1)N1CC(CNc2ccccc2)C2(C1)CN(c1ccccc1)C2 (stereo not given)	12	4%[172 µM]	-13%[88.5 µM]	?	50µM*	32µM*	-19%[87.6 µM]
13	CN(C)c1nc(N)c(C(=O)N=C(N)N)nc1Cl	.	.	3%	-30%	.	.	-7%
14	O=C(c1cc2ccccc2oc1=O)N1CCC2(CCCN(Cc3ccccc3F)C2)C1 (stereo not given)	2	-8%	0%	-14%	?	-38%	-8%
15	O=C(c1nc2sccn2c1Br)N1CCN(c2ncccn2)CC1	0	0%	?	7%	-13%	-26%	4%
16	O=C(NC1CCCCC1)C1c2ccccc2C(=O)N(Cc2ccccc2)C12CCCC2 (stereo not given)	10	0%	i	?	?	?	-24%
17	O=C(c1ccccc1)N1CCCN(c2ccc3nnc(C4CC4)n3n2)CC1	16	.	.	.	-1%	-14%	.
18	O=C(CCCc1ccccc1)NC1CCN(c2cc(-c3ccccc3)[nH]n2)CC1	32	-7%	i	5%	?	?	7%
19	NCCCS(=O)(=O)O	.	.	i	?	.	.	-2%
20	Cn1c(=O)oc2cc(NC(=O)CCc3cc4n(n3)CCCNC4)ccc21	17	2%	?	-17%	-6%	-4%	1%
21	CCC(C)NC(=O)C(NC(=O)c1cccs1)C1CCN(S(=O)(=O)c2ccc(OC)cc2)CC1 (stereo not given)	-3	-3%	i	-10%	i	i	3%
22	COC(=O)C1=CN(CC(=O)Nc2cccc(OC)c2)S(=O)(=O)N=C1C	-3	-14%	i	1%	-21%	-22%	0%
23	CC(C)N1CCOC[C@H]1c1ncc(-c2ccc(OC(F)(F)F)cc2)[nH]1	-9	-4%[172 µM]	-7%[88.5 µM]	18%[87.6 µM]	?	?	-10%[87.6 µM]
24	O=C1[C@@H]2C[C@@H](CN2Cc2ccc3ccccc3n2)Oc2ccccc2N1Cc1ccccc1	-6	6%	?	6%	45µM*	?	-3%
25	Cc1ccc(C)c(OCC(=O)c2ccc3c(c2)N(C(C)C(=O)NCC2CCCO2)C(=O)CO3)c1 (stereo not given)	-1	1%	-5%	?	45µM*	-22%	?

Continued, overlapping the part above by 3 compounds.
#	Structure	IP6K1 inh	FLuc inh	GPT2 inhibitor	SNCA expr inh	HEK293 tox	3T3 cytotox	HEK293 viab
23	CC(C)N1CCOC[C@H]1c1ncc(-c2ccc(OC(F)(F)F)cc2)[nH]1	-9	-4%[172 µM]	-7%[88.5 µM]	18%[87.6 µM]	?	?	-10%[87.6 µM]
24	O=C1[C@@H]2C[C@@H](CN2Cc2ccc3ccccc3n2)Oc2ccccc2N1Cc1ccccc1	-6	6%	?	6%	45µM*	?	-3%
25	Cc1ccc(C)c(OCC(=O)c2ccc3c(c2)N(C(C)C(=O)NCC2CCCO2)C(=O)CO3)c1 (stereo not given)	-1	1%	-5%	?	45µM*	-22%	?
26	CC1(C)CC[C@]2(C(=O)OC3OC(CO)C(O)C(O)C3O)CC[C@]3(C)C(=CCC4[C@@]5(C)CC[C@H](OC6OC(C(=O)O)C(O)C(O)C6O)C(CO)(CO)C5CC[C@]43C)[C@@H]2C1 (stereo not given in full)	-1	.	-9%[17.1 µM]	.	.	.	-30%[12.5 µM]
27	CC1=CC(=O)CC(C)(CO)C1(O)/C=C/C(C)O[C@@H]1O[C@H](CO)[C@@H](O)[C@H](O)[C@H]1O (stereo not given in full)	-5	.	i	.	.	.	-6%[23.9 µM]
28	CCCCc1nc2ccccc2n2c(-c3ccc(OC)cc3)c3c(=O)n(C)c(=O)n(C)c3c12	-17	.	.	?	.	.	6%
29	CCc1cccc(NC(=O)CSc2nnc(-c3cc4occc4n3C)n2-c2ccccc2C)c1	21	.	.	?	.	.	-5%
30	Cc1ccc(NC(=O)c2cc(-c3ccc(Cl)cc3Cl)c3nncn3n2)cc1	15	.	1%	10%	0%	-19%	-10%[12.5 µM]
31	CC(C)(O)c1ccccc1CC[C@@H](SCC1(CC(=O)O)CC1)c1cccc(/C=C/c2ccc3ccc(Cl)cc3n2)c1	7&10	.	?	-44%[25.6 µM]	.	.	-26%
32	c1cc(-c2ccc3c(c2)OCCCO3)n2nc(C3CCC3)nc2n1	0	?	2%	89%[activator]	?	?	1%
33	O=C(NC1CC1)c1ccc2nc(-c3cccnc3)oc2c1	-9	.	3%[88.5 µM]	27%[87.6 µM]	?	-34%[138 µM]	3%[87.6 µM]
34	O=C(CSc1ncc(CO)n1Cc1ccc(F)cc1)NCc1ccco1	15	.	.	15%	.	.	-5%
35	COCC(=O)NCc1nc(-c2cccc(F)c2)c(-c2ccccn2)[nH]1	-18	9%	-22%[11.5 µM]	-15%	-22%	-24%	6%
36	CC(=O)Nc1ccc(C2(C(=O)NCc3ccc(F)cc3Cl)CCC2)cc1	6	2%	i	1%	-3%	-2%	7%
37	COc1cccc(NC(=O)CCC(=O)N2Cc3ccccc3Oc3ncccc32)c1	0	.	.	-21%	.	.	6%
38	CCOc1ccccc1NC(=O)CSc1nc2c(oc3ccccc32)c(=O)n1-c1ccc(F)cc1	-8	.	.	-10%	.	.	-8%
39	NC(=O)CCNC(=O)C1=C[C@@H](NC(=O)c2cccs2)[C@@H](O)[C@H](O)C1	5	7%[172 µM]	i	-3%[87.6 µM]	i	i	4%[87.6 µM]
40	CN1C(=O)[C@@H]2C[C@@H](CN2C(=O)c2ccccc2)Oc2ccccc21	7	0%[172 µM]	3%[88.5 µM]	-19%[87.6 µM]	2%[172 µM]	i	1%[87.6 µM]
41	COc1cccc(OC)c1CN1CC(O)CN(C(=O)OCC(C)C)CC1=O (stereo not given)	-2	.	.	.	?	-19%	.
42	Cc1cccc(-c2nc(SCC(=O)Nc3cc(C)on3)c3c(=O)n(C)c(=O)n(C)c3n2)c1	10	.	.	5%	.	.	4%
43	CC(C)(C)c1ccc(NC(=O)O[C@@H]2CO[C@H]3[C@@H]2OC[C@@H]3Nc2nccc(-c3ccc4c(c3)OCO4)n2)cc1	-6	-28%	-47%	2%	-41%	?	-13%
44	CNC(=O)c1cc(-c2cccc(OC)c2OC)cc2c1OCCN2Cc1cccnc1	-20	-2%[172 µM]	0%[88.5 µM]	-14%[87.6 µM]	?	-34%[138 µM]	-8%[87.6 µM]
45	Cc1cccc(C)c1-n1ncc(C(=O)NCc2ccc3c(c2)OCO3)c1C1CCN(C(=O)OC(C)(C)C)CC1	-21	.	.	-14%	.	.	8%
46	CC(C)c1ccc(NC(=O)c2ccc(CN3CC(=O)N4CCCCC4C3=O)cc2)cc1 (stereo not given)	10	.	.	80%[activator]	.	.	1%
47	Cc1ccc(Cn2ccn(CC(=O)Nc3ccccc3C(F)(F)F)c(=O)c2=O)cc1	-4	.	.	19%	.	.	?
48	O=C(N1CCOCC1)N1CCn2c(nnc2C2CCNCC2)C1	0	.	i	19%	i	i	0%
49	Cc1ccc(C(C)NC(=O)c2cc(COc3ccccc3)[nH]n2)c(C)c1 (stereo not given)	5	-2%	-16%	?	?	?	-8%
50	Cc1noc(-c2cccc(OC3CN(C(=O)Nc4ccccc4)C3)c2)n1	-7	-6%	-10%	?	?	?	1%
51	Cc1ccccc1OCC(=O)N1C[C@@H]2CCN(C)C[C@]2(C(=O)O)C1	-7	14%	i	2%	i	0%	6%
52	Cc1ccc(OCc2nc(C3CCNC3)no2)cc1 (stereo not given)	4	0%	i	5%	-17%	-13%	8%
53	COc1ccc(-c2cn3cc(C(=O)NCC4CC4)nc3s2)cc1	2	.	i	123%[activator][87.6 µM]	63µM*	50µM*	6%[87.6 µM]
54	COc1ccc(-c2ccnc3nc(-c4ccccc4OC)nn23)c(F)c1	-3	?	i	21%	?	?	-4%
55	O=C(c1ccccc1)N1CCC(OCC2CC2)C1 (stereo not given)	12	1%	i	-14%	-1%	3%	2%
56	COc1ccc(C2NC(=O)NC(C)=C2C(=O)Nc2cc(C)cc(C)c2)c(OC)c1 (stereo not given)	6	.	.	35%[activator]	.	.	-3%
57	CN1C[C@@H](NC(=O)NCc2ccccc2)C[C@H]1c1nc(-c2cccnc2)no1	-15	2%[172 µM]	2%[88.5 µM]	-10%[87.6 µM]	-13%[172 µM]	-10%[174 µM]	3%[87.6 µM]
58	Nc1nc(NCC2CCC(CNS(=O)(=O)c3cccc4ccccc34)CC2)nc2ccccc12 (stereo not given)	6	.	1%	.	.	.	?
59	Cc1ccc(CNC(=O)C(=O)NCC(c2ccco2)S(=O)(=O)c2ccc(C)cc2)cc1 (stereo not given)	26	.	.	2%	.	.	14%
60	Cc1cnc(C2CCC2)n1CC1CCN(C(=O)NC2CCCCC2)CC1	8	3%	1%	29%	?	-10%	-17%
61	CN1CCC([C@@H]2CN(S(=O)(=O)c3cccc(C#N)c3)C[C@H]2C(N)=O)CC1	-3	-4%	i	31%	-1%	-14%	5%[12.5 µM]
62	C[S+](=O)([O-])N1CC2(CCCN(C3CCCCC3)C2)Cc2ccccc21 (stereo not given)	-3	.	i	-11%	?	-21%	-23%
